Source: PubChem BioAssay
USP17 inh: blocks human USP17 ubiquitin-rhodamine cleavage; purified USP17, Ub-rhodamine cleavage fluorescence, 3 h; 6.5% of 47,000 active; A8MUK1; inhibition, % at 50 µM
Target sequence (A8MUK1 whole entry, looked up): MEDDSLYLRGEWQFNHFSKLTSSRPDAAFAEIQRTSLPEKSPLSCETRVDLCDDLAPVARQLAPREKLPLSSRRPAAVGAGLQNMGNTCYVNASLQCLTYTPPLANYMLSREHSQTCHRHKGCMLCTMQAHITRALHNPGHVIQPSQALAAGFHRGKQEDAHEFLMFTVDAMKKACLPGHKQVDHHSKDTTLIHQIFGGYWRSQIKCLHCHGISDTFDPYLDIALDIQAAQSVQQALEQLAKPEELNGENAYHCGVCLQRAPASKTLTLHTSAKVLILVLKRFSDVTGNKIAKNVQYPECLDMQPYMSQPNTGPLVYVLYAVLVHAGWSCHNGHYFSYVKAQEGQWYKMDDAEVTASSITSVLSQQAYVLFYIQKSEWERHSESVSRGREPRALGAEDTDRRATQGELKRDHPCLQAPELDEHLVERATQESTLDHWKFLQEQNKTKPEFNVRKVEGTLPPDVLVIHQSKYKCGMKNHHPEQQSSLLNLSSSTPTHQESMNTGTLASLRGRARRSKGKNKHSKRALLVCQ
USP7 inh: blocks human USP7 ubiquitin-rhodamine cleavage; Q93009; purified USP7, Ub-rhodamine cleavage fluorescence; inhibition, % at 20 µM; 0.3% of 47,000 active
USP28 block: blocks human USP28 ubiquitin-rhodamine cleavage; Q96RU2; inhibition, % at 25 µM; AID 1645857; purified USP28, Ub-rhodamine cleavage fluorescence, 30 min; 3% of 47,000 active
USP8 inh: blocks human USP8 ubiquitin-rhodamine cleavage | P40818 | purified USP8, Ub-rhodamine cleavage fluorescence, 30 min | inhibition, % at 20 µM | 4.2% of 47,000 active | AID 1645853
USP30 block: inhibitors of human USP30 deubiquitinase. Q70CQ3. purified USP30, Ub-rhodamine cleavage fluorescence. inhibition, % at 25 µM. 5.3% of 47,000 active. AID 1645860
OTUD3 inh: inhibitors of human OTUD3 deubiquitinase. Q5T2D3. purified OTUD3, Ub-rhodamine fluorescence, 2 h. inhibition, % at 25 µM. 0.7% of 47,000 active. AID 1645858
Target sequence (Q5T2D3 whole entry, looked up): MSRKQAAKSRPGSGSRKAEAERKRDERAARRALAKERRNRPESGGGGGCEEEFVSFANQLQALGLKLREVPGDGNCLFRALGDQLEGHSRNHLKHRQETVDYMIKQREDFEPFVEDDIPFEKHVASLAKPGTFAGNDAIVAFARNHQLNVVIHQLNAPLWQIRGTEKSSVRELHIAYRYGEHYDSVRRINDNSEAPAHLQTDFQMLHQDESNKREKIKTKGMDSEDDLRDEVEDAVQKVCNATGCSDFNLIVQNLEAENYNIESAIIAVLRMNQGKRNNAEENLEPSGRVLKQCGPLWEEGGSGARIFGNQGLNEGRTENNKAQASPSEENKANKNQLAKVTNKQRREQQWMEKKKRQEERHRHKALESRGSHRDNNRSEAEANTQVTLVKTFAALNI
UCHL1 inh: blocks human UCHL1 ubiquitin-rhodamine cleavage | P09936 | purified UCHL1, Ub-rhodamine cleavage fluorescence | inhibition, % at 20 µM | 0.2% of 47,000 active | AID 1645859
USP10 inh: human USP10 deubiquitinase inhibition; Q14694; purified USP10, Ub-rhodamine fluorescence, 60 min; inhibition, % at 20 µM; 1.1% of 47,000 active; AID 1645856
An asterisk follows results filed as active; i = inactive; x = no result given. No stated cut-off is given here; in the data, active means inhibition above about 30%; inactive means the rest.

Start of the listing, in advance (4 entries):
entry	Compound	USP17 inh	USP7 inh	USP28 block	USP8 inh
1	O=C(CN1CC=C(c2ccccc2)CC1)Nc1ccccc1Cl	-8	-7	-20	-5
2	N#Cc1ccccc1NC(=O)CN1CC=C(c2ccccc2)CC1	-4	0	-5	0
3	C[C@@H]1C[C@H]2CC[C@H](O2)[C@H](C)C(=O)O[C@@H](C)C[C@@H]2CC[C@@H](O2)[C@@H](C)C(=O)O[C@H](C)C[C@H]2CC[C@H](O2)[C@H](C)C(=O)O[C@@H](C)C[C@@H]2CC[C@@H](O2)[C@@H](C)C(=O)O1	10	2	2	0
4	CC1Oc2cc3c(-c4c(O)cc(O)c5c(O)c6c(cc45)OC(C)C(C)C6=O)c(O)cc(O)c3c(O)c2C(=O)C1C (stereo not given)	81*	85*	90*	59*

entry	USP30 block	OTUD3 inh	UCHL1 inh	USP10 inh
1	0	1	0	1
2	-23	-1	-1	-1
3	8	5	3	2
4	35*	84*	88*	68*

The listing, from the first entry:
entry	Compound	USP17 inh	USP7 inh	USP28 block	USP8 inh
1	O=C(CN1CC=C(c2ccccc2)CC1)Nc1ccccc1Cl	-8	-7	-20	-5
2	N#Cc1ccccc1NC(=O)CN1CC=C(c2ccccc2)CC1	-4	0	-5	0
3	C[C@@H]1C[C@H]2CC[C@H](O2)[C@H](C)C(=O)O[C@@H](C)C[C@@H]2CC[C@@H](O2)[C@@H](C)C(=O)O[C@H](C)C[C@H]2CC[C@H](O2)[C@H](C)C(=O)O[C@@H](C)C[C@@H]2CC[C@@H](O2)[C@@H](C)C(=O)O1	10	2	2	0
4	CC1Oc2cc3c(-c4c(O)cc(O)c5c(O)c6c(cc45)OC(C)C(C)C6=O)c(O)cc(O)c3c(O)c2C(=O)C1C (stereo not given)	81*	85*	90*	59*
5	C/C=C/C(=O)O[C@@H]1C[C@H]2O[C@@H]3C=C(C)C(=O)C[C@]3(C)[C@]1(C)[C@]21CO1	-4	1	-10	-4
6	CCN(CC)C(=O)C1=NOC2(CCCNC2)C1 (stereo not given)	-36	2	-11	-180
7	COc1ccc(NC(=O)CN2C(=O)CN=C(c3ccccc3Cl)c3cc(Cl)ccc32)cc1OC	-7	-4	-1	-6
8	COC(=O)N1CCC2(CCNCC2)CC1	6	4	7	2
9	CC1CCCCCC(=O)c2c(O)cc(O)cc2CC(=O)O1 (stereo not given)	-19	0	-5	4
10	CCN1CCC2(COCc3c(C)nc(NCC4CC4)nc32)C1 (stereo not given)	-5	-6	-7	-13
11	COCC(O)C1OC(=O)C(O)CC2C=CC3C4OC2(/C(C)=C\C1C)C3C(O)C(COC)C4OC(=O)c1ccc[nH]1 (stereo not given)	0	4	9	3
12	COc1ccc(C2C3=C(COC3=O)Nc3cc4c(cc32)OCO4)c(OC)c1OC (stereo not given)	-9	-6	-20	4

entry	USP30 block	OTUD3 inh	UCHL1 inh	USP10 inh
1	0	1	0	1
2	-23	-1	-1	-1
3	8	5	3	2
4	35*	84*	88*	68*
5	-4	-4	1	-6
6	-18	0	-3	1
7	-31	-8	1	1
8	16	5	1	1
9	1	-5	-2	5
10	-61	-11	-4	-7
11	38*	11	1	4
12	-12	-9	-4	1

Shown bar-delimited: part of the list above.
nr | Compound | USP17 inh | USP7 inh | USP28 block | USP8 inh | USP30 block | OTUD3 inh | UCHL1 inh | USP10 inh
9 | CC1CCCCCC(=O)c2c(O)cc(O)cc2CC(=O)O1 (stereo not given) | -19 | 0 | -5 | 4 | 1 | -5 | -2 | 5
10 | CCN1CCC2(COCc3c(C)nc(NCC4CC4)nc32)C1 (stereo not given) | -5 | -6 | -7 | -13 | -61 | -11 | -4 | -7
11 | COCC(O)C1OC(=O)C(O)CC2C=CC3C4OC2(/C(C)=C\C1C)C3C(O)C(COC)C4OC(=O)c1ccc[nH]1 (stereo not given) | 0 | 4 | 9 | 3 | 38* | 11 | 1 | 4
12 | COc1ccc(C2C3=C(COC3=O)Nc3cc4c(cc32)OCO4)c(OC)c1OC (stereo not given) | -9 | -6 | -20 | 4 | -12 | -9 | -4 | 1

Other entries.
entry	Compound	USP17 inh	USP7 inh	USP28 block	USP8 inh
13	O=C(Nc1cccnc1)[C@H]1C[C@@H]2CCN(Cc3ccoc3)C[C@H]2O1	-20	4	-10	-3
14	COC(=O)C(O)(c1ccccc1)C1C(=O)N(C)c2ccccc21 (stereo not given)	-3	-7	1	2
15	Cc1noc(C)c1CC(=O)N1CCN(CC2CCCO2)CC1 (stereo not given)	6	6	3	4
16	O=C(Nc1ccccc1)[C@H]1CN2CCC1C[C@@H]2Cn1cc(-c2ccccc2)nn1 (stereo not given in full)	-15	-5	1	3
17	COc1cc(N2CC[C@@H]3[C@@H]2CCN3Cc2cccnc2)ncn1	-26	-3	-13	-102
18	O=C(Cc1ccccc1)N1CCN(Cc2ccccc2Cl)CC1	-13	-9	-9	-42
19	CC/C=C\C=C/C(=O)N/C=C/C[C@H]1C[C@H]2C[C@H](O)C[C@H](Cc3cccc(O)c3C(=O)O1)O2	-24	-9	-8	-37
20	COc1ccc(OC)c(-c2c(C#N)c(C)nc3c2N2CCC3CC2)c1	49*	8	94*	0
21	CCNC(=O)NC[C@H]1C[C@@H]2CCN1C[C@@H]2c1cc(-c2ccc3ccccc3c2)nn1C	-15	2	0	-2
22	CN(C)C(Cc1ccccc1)C(=O)c1c[nH]c2ccccc12 (stereo not given)	-2	-1	-2	13
23	CCCC1N2CC3(C)CN1CC(C)(C2)C3=O (stereo not given)	7	3	-3	2
24	C=C1CCC[C@]2(C)C[C@H]3OC(=O)C(CN4CC=C(c5ccc(F)cc5)CC4)[C@H]3CC12 (stereo not given in full)	-3	0	-16	15

entry	USP30 block	OTUD3 inh	UCHL1 inh	USP10 inh
13	-12	-5	-2	2
14	1	-1	-5	-2
15	-6	0	2	-1
16	1	-6	1	-5
17	-33	-6	-4	-5
18	-3	0	-5	1
19	-19	-6	-8	-9
20	43*	33*	-1	-1
21	12	2	3	-1
22	-28	1	0	-6
23	1	1	-2	0
24	-31	-7	1	-1

Carrying on:
entry	Compound	USP17 inh	USP7 inh	USP28 block	USP8 inh
25	CO[C@@H]1C[C@H]2C=C[C@H]3[C@H]4O[C@]2(/C(C)=C/[C@@H](C)[C@@H]([C@H](C)O)OC1=O)[C@@H]3[C@H](O)[C@@H](C)[C@H]4O	-10	0	-4	0
26	O=C1CC2(CCNCC2)Oc2ccc(O)cc21	15	8	2	-1
27	Cc1cc(CN2C[C@H](Oc3ccccn3)[C@H]3OCCC[C@H]32)no1	-45	-3	-35	-94
28	c1ccc2cc(CN3CCN(c4cccc5[nH]ccc45)CC3)ccc2c1	0	5	-31	-6
29	Cc1noc(C)c1C(=O)N1CCCC2(COCCN(C(C)C)C2)C1 (stereo not given)	2	4	5	-20
30	c1ccc(CN2CC[C@H]3CO[C@H](CNc4ncccn4)[C@H]3C2)cc1	-15	-1	-8	-83
31	CCCn1cc(C(=O)NCC2CCCO2)c2cccnc21 (stereo not given)	4	4	-8	0
32	CN1CC[C@@H]2[C@H]1CCCCN2C(=O)COc1ccc(F)cc1	-29	-10	-7	-50
33	O=c1c2ccccc2nc(/C=C\c2ccc(F)c(F)c2)n1-c1cccc([N+](=O)[O-])c1	6	0	-8	5
34	Cc1noc(C)c1CN1C[C@H](OCc2cccnc2)[C@H]2COC[C@H]21	-4	4	0	-11
35	COCCN1C[C@@H](C)[C@@]2(COCCN(c3ncccn3)C2)C1	-16	-1	-6	-53
36	O=C(Cc1ccc(Cl)cc1)N1CCC2(CCCN2CCc2ccccc2)C1 (stereo not given)	-21	-19	1	-116

entry	USP30 block	OTUD3 inh	UCHL1 inh	USP10 inh
25	9	-6	-2	-1
26	13	12	-2	-4
27	-63	-21	-3	-6
28	-62	-19	4	6
29	23	11	3	0
30	-1	-7	-2	1
31	-3	0	4	7
32	-32	-15	-12	-4
33	-2	4	0	2
34	-6	1	0	-2
35	-3	3	-1	-2
36	-6	-9	-3	-2

Next structures
entry	Compound	USP17 inh	USP7 inh	USP28 block	USP8 inh
37	Cc1nn(Cc2ccccc2Cl)c(C)c1C(=O)Nc1ccc2c(c1)OCCO2	9	-5	13	8
38	O=C1CC[C@]2(O)c3c(ccc(O)c31)-c1ccc(O)c3c1[C@H]2[C@@H]1O[C@@H]1C3=O	-212	-127	-211	-323
39	c1cnc(NC[C@H]2OC[C@@H]3CCN(Cc4cccnc4)C[C@@H]32)nc1	-15	4	-2	-89
40	NCCc1ccccc1	-7	3	x	0
41	C[C@H]1O[C@@H](O[C@H]2[C@@H](O)C[C@H](O[C@H]3[C@@H](O)C[C@H](O[C@H]4CC[C@]5(C)C6CC[C@]7(C)[C@@H](C8=CC(=O)OC8)[C@@H](O)C[C@@]7(O)C6CC[C@@H]5C4)O[C@@H]3C)O[C@@H]2C)C[C@H](O)[C@@H]1O (stereo not given in full)	-13	2	-18	7
42	O=C(Nc1cccnc1)c1cccn(Cc2ccc(C(F)(F)F)cc2)c1=O	21	0	10	-28
43	CC1OC(OC2C(O)C(O)C(O)C(O)C2O)C(N)CC1N=C(N)C(=O)O (stereo not given)	-105	-19	-10	5
44	NC(=O)CN1CCC2(CC1)OC(=O)N(Cc1ccccc1)c1ccccc12	-1	-60	13	16
45	CC1(C)C2C[C@@H](O)[C@]3(C)C(CC[C@@]4(C)[C@H](c5ccoc5)C[C@H]5O[C@]543)[C@@]2(C)[C@@H](O)C[C@H]1O (stereo not given in full)	3	1	5	0
46	COc1ccccc1C1SCC(=O)Nc2c1c(C)nn2-c1nc(C)cc(C)n1 (stereo not given)	0	1	-11	-8
47	C=C/C(=C/C(=O)C[C@H](C)C[C@@H](C)CC[C@H](O)[C@H](C)C(=O)CC(O)[C@H](C)[C@@H](C)OC(=O)C[C@@H](O)C1=C(C)C(=O)OC1=O)CC (stereo not given in full)	88*	77*	90*	77*
48	Clc1ccc(OC2COC3(CCNCC3)C2)cc1 (stereo not given)	0	2	0	2

entry	USP30 block	OTUD3 inh	UCHL1 inh	USP10 inh
37	6	7	4	0
38	i	-163	-147	-8
39	10	-1	-1	0
40	x	-8	-3	2
41	2	-3	-1	2
42	4	-9	-3	-1
43	-54	-1	1	-1
44	18	4	4	0
45	17	1	2	6
46	1	-4	-4	6
47	54*	89*	92*	81*
48	-9	-1	0	0

(continued)
entry	Compound	USP17 inh	USP7 inh	USP28 block	USP8 inh
49	Cc1cccc(CN2C[C@@H](c3ccc(F)c(F)c3)[C@@]3(COCCC(=O)N3)C2)n1	12	-1	6	12
50	CN(C)C(=O)Oc1ccc2c(=O)c(-c3ccc4c(c3)OCCO4)coc2c1	10	3	6	6
51	COc1ccccc1C1SCC(=O)Nc2c1c(C)nn2C1CCOC(C)(C)C1 (stereo not given)	7	-2	0	-29
52	CN1C[C@@H]2C[C@H](NC(=O)c3cccnc3)CN2Cc2ccccc21	-6	2	1	-7
53	Cc1cccc(CN2CC[C@H]3[C@H]2CCN3S(=O)(=O)C2CC2)n1	-36	0	-5	-257
54	CCOC(=O)c1c(C)n(C2CC2)c2ccc(OC)cc12	5	-4	37*	8
55	O=C(Cc1cccc2ccccc12)N1CCN(Cc2nnnn2-c2cccc(F)c2)CC1	8	2	9	1
56	Cc1cc(OC(C)C(=O)N2CCC3(O)CCCCC3C2)c2c3c(c(=O)oc2c1)CCC3 (stereo not given)	-7	-56	-14	-1
57	CCCNC(=O)C1=NOC2(CCNC2)C1 (stereo not given)	-11	4	-11	-77
58	OCCN1CCOc2nc3cc4c(cc3cc2C1)OCO4	-20	-5	-45	-18
59	Cc1cccc(-n2c(CSc3nc4ccccc4[nH]3)nc3ccccc3c2=O)c1C	1	-2	11	-222
60	CC(=O)c1ccc2[nH]cc(CC(C)N)c2c1 (stereo not given)	0	6	4	0

entry	USP30 block	OTUD3 inh	UCHL1 inh	USP10 inh
49	4	5	0	-1
50	0	4	0	2
51	1	-7	-1	0
52	-27	3	0	-3
53	-8	1	2	-2
54	-8	10	0	0
55	24	13	0	1
56	-15	-11	-3	-2
57	-15	-8	-1	0
58	i	-126	-4	-6
59	1	4	8	3
60	5	6	3	-1

Continuation.
entry	Compound	USP17 inh	USP7 inh	USP28 block	USP8 inh
61	Cc1ccn2c(=O)cc(COC(=O)C(O)(c3ccccc3)c3ccccc3)nc2c1	-11	-18	2	-5
62	CN(C(=O)c1ccco1)c1ccc(Cl)cc1C(=O)c1ccccc1	-1	-21	10	1
63	Cc1cccc(OCC(=O)N2CCN(CC3CC4C=CC3C4)CC2)c1 (stereo not given)	3	-5	0	-3
64	Cc1cc(CN2C[C@H](OCC(=O)N(C)C)[C@H]3OCCC[C@H]32)no1	4	1	0	9
65	O=c1c2ccccc2nc(/C=C/c2ccco2)n1-c1ccccc1Cl	-82	-13	-138	-14
66	O=C(CN1CC=C(c2ccccc2)CC1)Nc1ccc(S(=O)(=O)N2CCOCC2)cc1	-22	-18	-14	-11

entry	USP30 block	OTUD3 inh	UCHL1 inh	USP10 inh
61	-23	-9	-11	-2
62	11	-2	-2	5
63	-10	0	-1	-1
64	5	0	0	-1
65	i	-118	-30	-2
66	-107	-49	-24	-6

These rows are one share of the data; count on the stated rates, not on these rows.
